Bioassay records (PubChem BioAssay)
DUSP3 inh: inhibitors of human VHR1 phosphatase (DUSP3); recombinant VHR phosphatase, pNPP absorbance; inhibition, % at 13.3 µM; 290,000 compounds, 0.52% hits; AID 1654; in the data active = inhibition above about 50%; note: some compounds called inactive have numbers as strong as hits
Target sequence (P51452 whole entry, looked up): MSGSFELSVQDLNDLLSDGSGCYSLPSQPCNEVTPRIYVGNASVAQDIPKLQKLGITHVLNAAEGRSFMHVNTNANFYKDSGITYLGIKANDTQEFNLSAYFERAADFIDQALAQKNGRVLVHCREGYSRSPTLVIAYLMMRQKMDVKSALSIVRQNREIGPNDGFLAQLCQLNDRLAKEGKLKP
PriA SSB inh: blocks PriA binding to SSB C-terminal tail; AlphaScreen SSBct-PriA binding, biotinylated peptide; AID 1272365; inhibition, % at 33 µM; 430,000 compounds, 0.6% hits; in the data active = inhibition mostly above about 37%, no sharp cut-off; inactive = mostly below about 20%;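 note: plate controls were negative control peptide for no effect and reference peptide for full effect; strong numbers were not always called active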
MazEF act: increases E. coli MazEF RNase cleavage of RNA. FAM/BHQ RNA-DNA oligo cleavage fluorescence, 5 h. P0AE70. 350,000 compounds, 0.32% hits. AID 504720. activation, % at 20 µM; in the data active = activation above about 50%
Target sequence (P0AE70 whole entry, looked up): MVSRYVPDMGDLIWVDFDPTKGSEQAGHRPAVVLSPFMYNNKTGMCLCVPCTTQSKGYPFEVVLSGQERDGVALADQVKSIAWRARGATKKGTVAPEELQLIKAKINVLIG
BoNT-F LC inh: inhibitors of Botulinum neurotoxin F light chain protease; Multiplex microsphere protease cleavage assay, flow cytometry; inhibition, % at 10 µM; 360,000 compounds, 0.22% hits; AID 588497; in the data active = inhibition above about 35%, passing the limit was not always enough; inconclusive = no clear call, values can overlap the other calls; note: plate controls were buffer without enzyme for full effect and enzyme alone for no effect
Anthrax LF prot: blocks Bacillus anthracis lethal factor protease; P15917; multiplex microsphere protease cleavage assay, LF; inhibition, % at 10 µM; 360,000 compounds, 0.12% hits; AID 588501; note: plate controls were buffer without enzyme for full effect and enzyme alone for no effect
SARS 3CLpro inh: SARS-CoV 3CLpro protease inhibition; P0C6X7; recombinant SARS-CoV 3CLpro, quenched FRET peptide cleavage; inhibition, % at 6 µM; 290,000 compounds, 0.14% hits; AID 1706; in the data active = inhibition above about 12%
PrPC TRFRET: inhibitors of human cell surface prion protein PrPC; inhibition, % at 13.8 µM; TR-FRET read-out; 370,000 compounds, 0.43% hits; P04156; in the data active = inhibition above about 24%; note: 0% = median of the test wells and 100% = reference compound wells
Rv3671c protease: Rv3671c (M. tuberculosis) protease inhibition. P9WHR9. 320,000 compounds, 0.048% hits. inhibition, % at 5.96 µM; in the data active = inhibition above about 38%;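 note: extracellular domain of Rv3671c used as enzyme; 0% = enzyme with DMSO and 100% = no enzyme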
Target sequence (P9WHR9 whole entry, looked up, the tested form may be a part): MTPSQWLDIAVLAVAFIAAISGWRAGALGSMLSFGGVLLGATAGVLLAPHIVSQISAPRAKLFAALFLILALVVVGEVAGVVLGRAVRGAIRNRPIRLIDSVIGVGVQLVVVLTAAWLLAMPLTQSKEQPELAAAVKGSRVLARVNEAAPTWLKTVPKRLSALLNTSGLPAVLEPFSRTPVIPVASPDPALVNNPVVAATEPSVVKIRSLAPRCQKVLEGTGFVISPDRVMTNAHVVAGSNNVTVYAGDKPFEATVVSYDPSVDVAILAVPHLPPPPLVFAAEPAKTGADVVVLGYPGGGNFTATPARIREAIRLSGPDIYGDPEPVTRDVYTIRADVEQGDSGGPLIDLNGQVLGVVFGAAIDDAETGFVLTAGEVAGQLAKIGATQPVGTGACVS
CCHF vOTU inh: blocks the CCHF virus ovarian tumor domain protease; 370,000 compounds, 0.55% hits; AID 651958; CCHFV vOTU protease, Pep-AMC fluorescence; inhibition, % at 11.5 µM; in the data active = inhibition above about 30%; note: 0% = vehicle wells with enzyme and 100% = no enzyme wells
BoNT-A LC inh2: blocks Botulinum neurotoxin A light chain protease. multiplex microsphere protease substrate cleavage, flow cytometry. 360,000 compounds, 0.17% hits. inhibition, % at 10 µM; note: plate controls were buffer without enzyme for full effect and enzyme alone for no effect
An asterisk follows results filed as active; ? = inconclusive; . = no result given; & = joins results of further samples. Cut-off read from the data, not from the text of the source, unless noted: active = inhibition above about 30%; inconclusive = no clear call, values can overlap the other calls; inactive = below that.

Start of the data: the first 6 records (preview)
SMILES	DUSP3 inh	PriA SSB inh	MazEF act	BoNT-F LC inh	Anthrax LF prot	SARS 3CLpro inh	PrPC TRFRET	Rv3671c protease	CCHF vOTU inh	BoNT-A LC inh2
Cc1ccc(NC(=O)c2cc(N3C(=O)C=CC3=O)ccc2Cl)cc1C	-10.5	1.5	2.9	4.2	-0.8	-2.0	-0.3	-16.8	15.1	0.4
O=C(NC(Cc1ccccc1)C(=O)O)/C(=C/c1ccc(F)cc1)NC(=O)c1ccccc1 (centres undefined)	32.7	-0.3	5.4	0.8	-0.8	-5.6	-7.2	-3.5	5.1	0.8
COc1ccc(S(=O)(=O)Nc2cccc(NC(C)=O)c2)cc1	3.5	-12.4	-2.7	-8.8	-4.0	0.3	-1.7	-3.5	-5.4	-6.7
COc1ccccc1CNC(=O)C(NS(=O)(=O)c1cccc2nsnc12)C(C)C (centres undefined)	16.6	-7.3	0.8	4.1	-2.8	-6.3	-15.5	-6.8	10.3	0.6
CN(C)/C=C1\Oc2ccc3ccccc3c2C1=O	28.2	7.5	7.0	2.7	0.7	-0.7	6.8	-6.5	9.2	1.3
Cc1ccc(CN2CCSc3sccc3C2=O)cc1	21.9	-1.0	-4.2	-2.6	-5.7	0.7	11.9	5.0	-8.4	-0.3

This part in full, from the first entry:
SMILES	DUSP3 inh	PriA SSB inh	MazEF act	BoNT-F LC inh	Anthrax LF prot	SARS 3CLpro inh	PrPC TRFRET	Rv3671c protease	CCHF vOTU inh	BoNT-A LC inh2
Cc1ccc(NC(=O)c2cc(N3C(=O)C=CC3=O)ccc2Cl)cc1C	-10.5	1.5	2.9	4.2	-0.8	-2.0	-0.3	-16.8	15.1	0.4
O=C(NC(Cc1ccccc1)C(=O)O)/C(=C/c1ccc(F)cc1)NC(=O)c1ccccc1 (centres undefined)	32.7	-0.3	5.4	0.8	-0.8	-5.6	-7.2	-3.5	5.1	0.8
COc1ccc(S(=O)(=O)Nc2cccc(NC(C)=O)c2)cc1	3.5	-12.4	-2.7	-8.8	-4.0	0.3	-1.7	-3.5	-5.4	-6.7
COc1ccccc1CNC(=O)C(NS(=O)(=O)c1cccc2nsnc12)C(C)C (centres undefined)	16.6	-7.3	0.8	4.1	-2.8	-6.3	-15.5	-6.8	10.3	0.6
CN(C)/C=C1\Oc2ccc3ccccc3c2C1=O	28.2	7.5	7.0	2.7	0.7	-0.7	6.8	-6.5	9.2	1.3
Cc1ccc(CN2CCSc3sccc3C2=O)cc1	21.9	-1.0	-4.2	-2.6	-5.7	0.7	11.9	5.0	-8.4	-0.3
CCCCn1c(O)c(/C=N/NC(=O)c2ccncc2)c(=O)[nH]c1=S	9.1	.	-58.1	?	-7.3	1.3	-6.1	-34.1	-7.3	-9.9
O=C(c1cc(-c2ccccc2)nc2ccccc12)N1N=C(C(F)F)CC1(O)C(F)F (centres undefined)	-23.9	-5.4	5.7	-11.1	-3.3	1.4	-5.6	-4.3	13.6	-7.3
CCN(c1ccccc1)S(=O)(=O)c1cc(NC(=O)CSc2n[nH]c(=O)[nH]c2=O)ccc1Cl	17.0	5.4	-2.0	-9.6	-2.1	-0.3	7.1	-77.0	25.6	-0.9
Cn1cnnc1SC1c2cccc3cccc(c23)C1NS(=O)(=O)c1ccc(Cl)cc1 (centres undefined)	11.9	0.0&-6.0	4.6	4.2	2.9	1.7	-6.7	-1.6	15.7	0.8
O=C(N1CCCCCC1)n1c(Cc2ccccc2)nc2ccccc21	-0.1	-15.8	5.2	-4.8	-5.2	2.3	3.5	-4.9	19.4	0.7
CCN(c1cccc(C)c1)S(=O)(=O)c1ccc2c(c1)NC(=O)CCS2	19.7	-9.8	-0.8	4.6	-0.4	9.5	4.6	-0.4	4.8	-1.6
CC1CCCN(CCCOc2ccc(Br)cc2Cl)C1 (centres undefined)	21.9	2.5	14.0	0.6	-1.2	1.4	12.8	8.5	-3.0	-0.3
Cc1nnc(C)n1N	13.0	-4.8	-7.6	-2.7	-1.5	9.3	0.2	2.8	11.9	0.0
CCCN1CCN(C(=O)C2CCCN(c3ncnc4c3nc3n4CCCCC3)C2)CC1 (centres undefined)	47.7	2.1	6.9	-3.0	-0.3	-5.2	5.5	-7.7	-3.5	0.0
O=C(Cn1cc2c(n1)CCCC2)NCc1ccccn1	2.4	-10.4	-8.0	-4.3	6.2	3.8	2.3	4.3	14.5	-0.2
Cc1ccc(NC(=O)CSc2nnc(C3CC3)n2CC2CCCO2)c(C)c1 (centres undefined)	-12.4	2.7	4.2	-6.9	-0.2	0.7	6.6	2.2	-0.2	-0.1
CCCC(=O)Nc1cccc(NC(=O)c2ccc3c(c2)OCO3)c1	12.9	6.9	3.2	-8.2	-0.9	-2.5	-3.2	3.4	-10.7	-0.1
CCOCCCNc1nc2c([nH]1)c(=O)n(C)c(=O)n2C	-4.0	-5.8	2.4	-0.7	-2.8	5.8	0.1	-14.4	-6.4	0.3
O=C(Cn1cc(/C=N/O)c2ccccc21)N1CCOCC1	22.1	.	5.1	5.5	-1.2	1.9	-6.5	-1.3	-7.6	0.9
COc1cccc(NC(=O)COc2coc(CN3CCN(c4ccccc4)CC3)cc2=O)c1	.	4.6	-5.5	-2.1	2.6	.	4.4	2.0	-4.7	3.6
O=C(NN=C1CCCCCC1)c1ccncc1	-0.2	-16.6	-2.8	-1.7	-3.2	0.5	-1.1	.	-5.3	-2.4
CNC(=O)c1ccc(CN(C)CC(=O)Nc2ccccc2C(=O)NC2CC2)cc1	.	-6.2	-1.9	-1.7	-4.5	.	-2.7	-12.8	-2.7	-0.6
Cc1cccc(C)c1-n1nnnc1C(c1ccnc2ccccc12)N(CCC#N)Cc1ccccc1 (centres undefined)	.	.	.	-5.2	-2.6	.	-1.1	.	0.8	0.1
O=C(Cn1nnc(-c2ccc(F)cc2)n1)OCC(=O)c1ccccc1	21.7	-12.3	-5.0	-2.3	-4.1	0.3	2.2	11.9	7.9	-1.1
CCCc1nc2ccc(C)cn2c1Cc1ccccc1	.	.	.	-13.6	5.5	.	2.4	.	-6.2	2.9
CS(=O)(=O)N1CCc2cc(C(=O)Nc3ccc(O)cc3)ccc21	7.9	-10.5	2.5	55.7*	-8.7	1.9	-8.9	6.5	9.2	1.2
CC(C)CCN1C(=O)c2ccc(C(=O)Nc3cc(C(=O)O)cc(C(=O)O)c3)cc2C1=O	16.5	-3.6	2.0	-16.7	3.2	3.0	-2.4	.	10.7	-2.4
CCCNC(=O)CS(=O)Cc1nc(-c2ccccc2C)oc1C (centres undefined)	-4.4	-7.8	-9.6	-20.6	-6.3	1.4	7.5	-1.5	-4.4	-1.9
Clc1ccccc1OCCNc1nc(NCC2CC2)nc2ccsc12	.	.	.	-8.0	-3.1	.	13.0	.	-1.3	0.1
CC(C)(C)OC(=O)[C@H](NC(=O)OCc1ccccc1)c1ccccc1	.	-25.3	5.0	-2.2	-3.5	.	0.2	7.1	9.3	0.1
Cn1c(=O)[nH]c(NCCc2ccc(O)cc2)c([N+](=O)[O-])c1=O	.	-19.9	-1.8	2.6	-0.2	.	5.7	-7.8	6.3	-0.3
CCSc1nc2c(c(=O)[nH]1)C(c1cccnc1)C(C(=O)OC)=C(C)N2 (centres undefined)	6.3	-16.6	-4.6	-5.1	-2.7	-7.6	2.2	4.9	-0.8	-0.7
CCOC(=O)c1c(-c2ccccc2)csc1NC(=O)CSc1nncs1	34.1	-5.5	-9.3	4.6	1.7	-2.4	42.0*	3.4	7.4	0.4
Cn1nc(C(C)(C)C)cc1C(=O)N1CCCC(c2cc(C(=O)NCc3ccccc3)no2)C1 (centres undefined)	.	.	.	-2.5	-5.1	.	7.4	.	1.1	-0.1
CC(=O)Nc1ccc(C(=O)NNC(=O)Cc2ccccc2)cc1	20.9	-13.2	-5.7	-2.8	0.9	2.9	6.1	-2.2	-0.3	-0.3
COc1cccc(/C=C(\C#N)c2nc3ccccc3[nH]2)c1OCC(=O)O	-13.1	-6.8	0.1	6.4	0.4	4.4	1.4	-6.7	6.9	-3.4
CN1CCC(N2CCN(C3CN(Cc4ccc(F)cc4)S(=O)(=O)C3)CC2)CC1 (centres undefined)	.	.	.	-2.8	5.1	.	0.0	.	17.3	0.4
CN(C(=O)COC(=O)C1CCN(S(=O)(=O)c2ccc3c(c2)OCCO3)CC1)C1CCS(=O)(=O)C1 (centres undefined)	.	0.7	-0.3	?	?	.	5.3	-5.3	2.6	?
COc1ccc(OCCC(=O)Nc2ccc(S(N)(=O)=O)cc2)cc1	14.4	-5.6	7.1	-21.9	-10.4	-1.9	2.4	11.7	-14.2	-6.5
CN=C1S/C(=C\c2ccc(O)c(Br)c2)C(=O)N1C	.	-11.4	1.7	-24.1	-0.3	-4.3	-5.1	-9.8	8.2	-3.9
CCNC(=O)C1(C)CCN(C(=O)c2cccc3ccccc23)C1 (centres undefined)	.	.	.	2.5	-1.1	.	7.7	.	-24.1	-0.3
O=S(=O)(Cc1ccccc1)Nc1ccccc1	-6.1	-3.9	6.7	-13.4	8.9	0.5	-0.5	-3.2	-3.3	0.2
O=C(Cc1cccs1)N(Cc1ccco1)C1(C(=O)NC2CCCCC2)CCCCC1	-4.1	-14.9	-2.4	-1.4	-2.6	4.6	-4.1	3.1	-4.9	0.7
O=C(O)COc1ccccc1/C=N/NC(=O)c1cccc(S(=O)(=O)N2CCOCC2)c1	6.7	.	5.7	9.6	5.0	-4.7	-1.6	3.0	-2.4	-0.6
Cc1cc([N+](=O)[O-])nn1CCCC(=O)Nc1cccc(Cl)c1Cl	16.0	-8.9	2.7	-0.5	-3.6	-1.1	-1.0	-2.5	11.1	-0.3
Cc1ccc(S(=O)(=O)n2nc(C)cc2N)cc1	-0.5	-3.8	17.1	3.8	-0.4	-0.7	-0.2	5.0	-5.7	-1.1
Cc1ccc(C(=O)N/C(=C\c2cccc([N+](=O)[O-])c2)C(=O)NCc2ccncc2)cc1	1.0	4.0	-0.4	-29.1	-2.5	0.0	.	-4.5	.	-3.2
Cc1cnc(NC(=O)c2ccccn2)s1	32.8	5.9	-1.8	-4.1	-3.5	-2.6	-0.7	-7.4	5.3	-2.4
CC1(C(=O)NCc2ccc(C(F)(F)F)cc2)CCN1Cc1cc2ccccc2o1 (centres undefined)	.	.	.	-0.1	1.9	.	10.1	.	26.2	-0.8

Continuation.
SMILES	DUSP3 inh	PriA SSB inh	MazEF act	BoNT-F LC inh	Anthrax LF prot	SARS 3CLpro inh	PrPC TRFRET	Rv3671c protease	CCHF vOTU inh	BoNT-A LC inh2
O=C(/C=C/c1ccc(Cl)cc1Cl)c1cccnc1	9.9	-5.5	0.5	-12.8	-0.8	10.8	2.4	-0.4	3.8	0.3
O=C(OCc1nc2ccccc2c(=O)[nH]1)c1cccs1	43.8	-12.3	7.5	-0.5	4.6	0.7	-3.6	-0.4	-10.8	1.0
O=C(NNC(=O)c1cccs1)c1ccc(S(=O)(=O)N2CCCCC2)cc1	-4.8	-11.7	3.5	6.5	-2.5	1.8	3.4	5.3	-1.8	-0.2
N[C@@H](Cc1ccccc1)c1nnc(SCc2ccccc2Cl)o1	1.8	-11.0	-2.4	-5.1	1.4	0.5	4.0	-3.2	-2.9	?
CCCCn1c(O)c(C(C)=NC(Cc2c[nH]c3ccccc23)C(=O)OC)c(=O)[nH]c1=O (centres undefined)	9.9	-8.4	7.9	-2.9	0.4	-1.4	-0.7	8.4	7.7	-2.9
O=C(CCC1CCCCC1)NCCS(=O)(=O)N1CCN(c2ccccc2)CC1	.	11.3	-16.0	-3.6	-1.8	.	-5.5	0.5	2.6	-0.5
Cc1ccc(NC(=O)c2cc(=O)[nH]c3ccc(S(=O)(=O)N4CCOCC4)cc23)nc1	.	8.4	9.3	-17.0	-6.8	.	-6.4	-2.1	9.1	-3.3
CCc1cc2c3c(c1)C1(C(=O)N3C(C)(C)C=C2C)C(C#N)=C(N)Oc2[nH]c(=O)[nH]c(=O)c21 (centres undefined)	7.2	-1.6	-5.7	2.9	0.1	1.9	-6.7	-10.6	1.8	-0.8

Only part of the results is shown; the hit share may differ from the screen's.
